# IDE cell inh: inhibitors of human insulin-degrading enzyme in cells; P14735; HEK cells, FAbetaB cleavage, fluorescence polarization; inhibition, % at 5.59 µM; hit rate 0.41% among 320,000; AID 434962;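 active means percent inhibition above the average of all tested compounds plus 3 SD, set per screening campaign, cut at about 16% in these data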;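 further: IDE supplied by intact live HEK cells; FP after avidin binding of uncleaved biotin substrate so inhibition keeps polarization high; 0% = DMSO wells and 100% = 60 µM reference IDE inhibitor Ii1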
# IDE cell activ: boosts human insulin-degrading enzyme activity in HEK cells; P14735; FAbeta-B cleavage, fluorescence polarization; 0% vehicle, 100% cell-free pure enzyme wells; activation, % at 5.96 µM; hit rate 0.073% among 340,000;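 active means activation above the mean of all tested compounds plus 3 SD, set per screening campaign, cut at about 17% in these data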
# NALP1 inh: blocks the NALP1 inflammasome reconstituted in yeast; S. cerevisiae NALP1/ASC/caspase-1 growth, X-gal OD620, 72 h; hit rate 0.61% among 280,000; inhibition, % at 10 µM; in the data active means inhibition mostly above about 24%, no sharp cut-off; inactive means mostly below about 32%; further: some compounds called inactive have numbers as strong as hits
# IMP-1 inhibitor: inhibitors of Pseudomonas aeruginosa IMP-1 metallo-beta-lactamase | purified IMP-1, nitrocefin hydrolysis, epi-absorbance fluorescence | inhibition, % at 5.6 µM | hit rate 0.45% among 290,000;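 active means inhibition above the mean plus 3 SD of all compounds in the same screening run, cut at about 4.5% in these data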;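 further: 0% = IMP-1 with DMSO and 100% = DMSO wells lacking enzyme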
#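 System: purified recombinant IMP-1 beta-lactamase. Medium: Zinc- and detergent-supplemented HEPES buffer, pH 7.1. Compound: one 5.6 µM dose […]. Schedule: 15 min preincubation plus 25 min reaction at 25 °C. Technique: Epi-absorbance fluorescence, 480 nm excitation, 530 nm emission.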
# M18AAP inhibitor: blocks P. falciparum M18 aspartyl aminopeptidase | recombinant PfM18AAP, H-Glu-NHMec fluorogenic cleavage | inhibition, % at 7.35 µM | hit rate 1.2% among 290,000 | AID 1822;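 active means inhibition above the campaign mean inhibition over all tested compounds plus 3 SD, cut at about 28% in these data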;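 further: 0% = plate median of test compound wells and 100% = 2 mM ZnCl2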
# p-CIP stab down: compounds decreasing mouse p/CIP protein stability; decrease of EGFP signal, % at 10 µM; F442A p/CIP-EGFP cells, EGFP fluorescence, 16 h; hit rate 0.01% among 290,000; Q05BA5;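 active means EGFP signal decrease of at least 30% at 10 µM or well 3 SD below plate mean, unless failing retest; inactive means the rest, including hits failing retest or dose response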; further: some compounds called inactive have numbers as strong as hits; many of its hits are not listed in these tables
# Target sequence (Q05BA5 1-1403): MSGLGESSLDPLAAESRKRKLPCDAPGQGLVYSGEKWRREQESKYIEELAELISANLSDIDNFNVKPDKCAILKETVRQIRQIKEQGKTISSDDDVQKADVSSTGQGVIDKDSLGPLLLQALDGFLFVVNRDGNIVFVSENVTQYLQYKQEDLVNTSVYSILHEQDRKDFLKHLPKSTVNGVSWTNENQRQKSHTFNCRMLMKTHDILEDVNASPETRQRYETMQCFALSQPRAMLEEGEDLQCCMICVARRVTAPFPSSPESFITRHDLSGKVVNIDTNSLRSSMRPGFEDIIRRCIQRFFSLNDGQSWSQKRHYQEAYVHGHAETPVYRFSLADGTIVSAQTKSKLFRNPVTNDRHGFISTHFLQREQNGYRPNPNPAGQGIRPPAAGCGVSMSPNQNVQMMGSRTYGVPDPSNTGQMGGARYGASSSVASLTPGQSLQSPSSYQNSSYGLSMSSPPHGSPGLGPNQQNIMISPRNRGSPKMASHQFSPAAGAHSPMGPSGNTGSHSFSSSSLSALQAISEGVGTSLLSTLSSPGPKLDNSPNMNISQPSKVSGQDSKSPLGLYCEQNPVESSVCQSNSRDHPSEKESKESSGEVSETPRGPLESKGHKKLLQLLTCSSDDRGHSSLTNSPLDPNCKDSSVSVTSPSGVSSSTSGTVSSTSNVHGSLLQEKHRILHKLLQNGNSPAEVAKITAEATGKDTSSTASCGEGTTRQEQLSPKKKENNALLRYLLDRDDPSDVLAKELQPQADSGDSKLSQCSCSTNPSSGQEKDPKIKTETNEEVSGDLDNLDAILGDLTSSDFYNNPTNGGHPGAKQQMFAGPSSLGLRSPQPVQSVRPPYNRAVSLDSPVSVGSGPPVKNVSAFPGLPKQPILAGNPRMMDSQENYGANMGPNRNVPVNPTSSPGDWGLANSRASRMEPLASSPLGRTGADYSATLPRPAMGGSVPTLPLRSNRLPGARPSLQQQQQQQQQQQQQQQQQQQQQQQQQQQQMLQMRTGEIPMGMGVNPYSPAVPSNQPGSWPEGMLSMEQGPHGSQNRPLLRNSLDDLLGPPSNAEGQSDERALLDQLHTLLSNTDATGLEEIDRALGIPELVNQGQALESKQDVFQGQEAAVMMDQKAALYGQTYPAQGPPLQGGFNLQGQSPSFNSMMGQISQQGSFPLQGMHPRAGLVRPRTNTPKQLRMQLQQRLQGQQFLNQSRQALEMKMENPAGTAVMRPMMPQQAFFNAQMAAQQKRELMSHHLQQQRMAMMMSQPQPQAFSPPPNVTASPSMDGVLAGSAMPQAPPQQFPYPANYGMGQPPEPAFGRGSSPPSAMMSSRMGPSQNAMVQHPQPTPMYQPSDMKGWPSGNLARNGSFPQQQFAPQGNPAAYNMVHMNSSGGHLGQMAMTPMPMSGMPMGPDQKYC
# GPR7 antagonist: antagonists of human GPR7 (neuropeptides B/W receptor 1); P48145; GPR7-expressing cells, fluorescence antagonist assay; inhibition, % at 4.4 µM; hit rate 1.1% among 290,000; AID 1861; in the data active means inhibition above about 16%, passing the limit was not always enough;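 further: cells stimulated with the agonist NPW; 0% = agonist with vehicle and 100% = vehicle without agonist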
# PHOSPHO1 inh: blocks human PHOSPHO1 phosphatase activity; inhibition, % at 13.3 µM; recombinant PHOSPHO1, absorbance phosphatase assay; hit rate 1.1% among 290,000; Q8TCT1; in the data active means inhibition above about 60%
# VIM-2 inh: blocks Pseudomonas aeruginosa VIM-2 metallo-beta-lactamase; AID 1527; inhibition, % at 5.6 µM; hit rate 0.89% among 290,000; purified VIM-2, nitrocefin hydrolysis, epi-absorbance fluorescence;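 active means inhibition above the mean of all tested compounds plus 3 SD, cutoff set per screening run, cut at about 7.5% in these data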;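 further: red hydrolysis product quenches plate fluorescence so inhibitors raise well fluorescence; 0% = enzyme with DMSO and 100% = DMSO without enzyme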
# * marks the source's active call; other numbers are inactive results; nt = not tested or not shown.
cpd	IDE cell inh	IDE cell activ	NALP1 inh	IMP-1 inhibitor	M18AAP inhibitor	p-CIP stab down	GPR7 antagonist	PHOSPHO1 inh	VIM-2 inh	Structure
1	8	-15	-1	-2.0	4	-14	-14	30	-6.0	Cc1cccc(COc2ccc(/C(O)=C3\C(=O)C(=O)N(CCN(C)C)C3c3ccncc3)cc2)c1 (configuration not stated)
2	-2	-3	-19	-0.7	-12	-4	-12	2	-1.3	O=C(NCc1ccco1)C(c1ccncc1)N(CCC1=CCCCC1)C(=O)Cn1nnc2ccccc21 (configuration not stated)
3	3	-2	12	-2.5	4	-1	0	48	-3.6	Cc1ccc(NC(=O)COC(=O)CCc2ccc(S(=O)(=O)N3CCOCC3)cc2)cc1C
4	2	-1	18	-1.9	0	11	-5	9	-3.0	CCOC(=O)C1=C(c2ccccc2)N=C2SCC(=O)N2C1c1ccc2c(c1)OCO2 (configuration not stated)
5	-6	-7	-4	-0.2	2	-1	-18	26	-0.8	COC(=O)CN(c1nc(C)c(Cl)c(OC)n1)S(=O)(=O)c1ccc(C)cc1
6	2	nt	11	-3.6	-3	-17	-10	-47	-2.5	COC(=O)c1[nH]c2cccc(OC)c2c1NC(=O)C(C)N1CCC(C)CC1 (configuration not stated)
7	nt	nt	33	-0.7	-13	-14	-2	26	-0.9	CCOC(=O)N1CCN(c2ncnc3c2cnn3-c2ccc(Cl)cc2)CC1
8	5	6	31	-4.7	-9	2	-11	10	-1.9	COc1ccc(CCn2c(SCC(=O)Nc3cc(C)on3)nc3ccsc3c2=O)cc1OC
9	8	4	3	nt	nt	-20	nt	18	nt	CC(C)CN1CCC(=O)N(CCSc2ccc(Br)cc2)CC1
10	3	-4	7	0.8	-5	-9	0	-2	-1.9	Cc1cc(C)n(C2CC(=O)N(c3ccccc3)C2=O)n1 (configuration not stated)
11	-4	-2	1	-2.3	-14	-14	1	-4	-0.6	CC/C(=N/NC(=O)CCC(=O)Nc1ccccc1OC)c1ccccc1
12	2	1	-8	-2.0	1	-9	-14	36	0.7	Clc1ccc(/C=N/NC(=Nc2ccccc2)c2ccccn2)c(Cl)c1
13	6	0	6	-1.3	4	4	-5	20	-1.9	O=C(Nc1ccccc1Cl)N1CCSc2ccccc21
14	1	-6	23	-0.1	1	8	0	17	-1.1	Cc1ccc(NC(=O)CN(C)C(=O)CCCN2C(=O)c3ccccc3C2=O)cc1
15	4	-4	7	-2.9	3	-13	-1	18	1.1	CCCc1cc(=O)oc2cc(C)cc(OC(C)C(=O)NCc3ccncc3)c12 (configuration not stated)
16	3	5	8	-2.5	-4	-10	-9	41	-1.6	C=CCC(C(=O)c1ccccc1)[N+](C)(C)CC=C (configuration not stated)
17	0	-1	12	-2.8	8	9	-9	-5	-1.9	CCCC(CCC)C(=O)Oc1cc(C)[nH]c(=O)c1[N+](=O)[O-]
18	1	0	36	-2.0	3	2	-5	14	-2.7	O=C(CN1CCOc2ccccc21)NCc1ccc(F)cc1
19	1	5	-7	-3.5	1	-8	-3	34	3.3	COc1ccc(CNc2ccc(C)c(C)c2)c(OC)c1OC
20	4	2	-22	-2.8	0	-1	-12	-11	-4.2	Cc1ccc(CNC(=O)COC(=O)c2ccc(Br)cc2)cc1
21	1	0	35	-1.3	-6	-12	-5	14	-1.1	O=C(O)c1cnc(-c2ccccc2)nc1Sc1cccc(Cl)c1
22	10	4	nt	-2.8	0	-10	1	12	-1.5	CCN(C(=O)COC(=O)c1c(NC(C)=O)sc(C)c1C)C1CCS(=O)(=O)C1 (configuration not stated)
23	-1	1	17	-2.6	-4	8	-12	22	-4.6	Cc1nc(NCCc2ccccc2F)c(C#N)c(C)c1[N+](=O)[O-]
24	-3	-1	11	-1.9	-3	-6	-1	5	-1.1	CC1CN(C(=O)c2cc3cc(Cl)ccc3[nH]2)CC(C)O1 (configuration not stated)
25	9	2	-12	-4.2	1	-13	-6	41	0.5	Cc1cc(NCc2ccccn2)n2nc(C)c(-c3ccccc3)c2n1
26	0	1	17	-1.0	2	-7	-9	32	-1.4	O=C(Nc1nc2cc3c(cc2s1)OCCO3)c1ccco1
27	3	2	12	-2.7	-7	0	-11	40	-0.9	CCCc1cc(C(=O)N2CCC(N3CCC(C(=O)NC(C)C)CC3)CC2)n(C)n1
28	-1	3	11	-2.9	0	-23	-4	12	-1.0	CNc1nc(OCCNC(=O)Nc2ccccc2)nc(N2CCOCC2)n1
29	-2	4	-17	-2.6	-3	-8	-6	0	1.3	O=C(COC(=O)c1cccnc1Cl)c1cccc(Cl)c1
30	10	3	16	-4.1	-4	11	-10	-35	-2.5	CCOc1ccccc1CN1CCNC(=O)C1CC(=O)NCc1cc(C)n(C)n1 (configuration not stated)
31	-1	-2	8	-1.8	1	3	-12	-20	-0.9	CCN(CCO)Cc1csc2ccc(Cl)cc12
32	10	-4	4	-2.6	2	7	8	-18	0.6	N#Cc1ccc(C(=O)Nc2ccc3ccccc3c2)cc1
33	0	4	26	-2.4	-12	-8	-4	-6	-0.2	CCOC(=O)c1cc(-c2nnc(-c3ccc(Oc4ccccc4)cc3)o2)c(C)nc1C
34	7	0	12	-1.4	32*	2	-3	4	0.4	CCn1c(-c2c(Cl)c(C)nn2C)n[nH]c1=S
35	5	4	21	-5.1	4	-9	-2	-7	3.1	Cn1c2ccccc2c(=O)c2cc(C#CC3(O)CCCCC3)ccc21
36	4	5	-26	-2.5	-5	-30	0	58	-1.4	O=C(Nc1nnc(-c2ccccc2F)s1)c1cccnc1
37	5	4	23	-3.4	4	-1	-10	-5	-3.8	CCCCOP(=O)(c1ccc(N(C)C)cc1)C(Nc1ccccc1)c1ccccc1 (configuration not stated)
38	-3	3	nt	-2.2	1	8	7	15	0.0	CCCCCCC1CC(CCC(=O)Nc2ccc([N+](=O)[O-])cc2)C(=O)O1 (configuration not stated)
39	-1	nt	15	-0.2	0	0	-18	24	-1.0	COC(=O)c1ccc2c(=O)n(Cc3ccc4c(c3)OCO4)c(SCC(=O)N3CCCC3)nc2c1
40	-1	-3	2	-1.1	3	3	5	-6	-1.4	CSc1c(CC(=O)NCCO)n(C)c2ccccc12
41	0	nt	0	-1.6	-5	-13	-5	20	-0.6	CCN1CCc2c(OCC(=O)Nc3cccc(C)c3C)cccc2C1=O
42	3	4	17	-2.9	7	-7	1	18	-0.7	CCN1CCN(C(=O)C2CCN(c3nnc(-n4c(C)ccc4C)s3)CC2)CC1
43	-5	2	2	-1.9	0	-10	-11	3	-2.5	CC1CC(=O)Nc2ccccc2N1C(=O)Nc1ccccc1 (configuration not stated)
44	-1	1	0	0.0	-8	-1	-9	46	1.8	CCS(=O)(=O)N1CCN(c2ccc([N+](=O)[O-])c(NCC3CCCO3)c2)CC1 (configuration not stated)
45	6	-6	-18	-2.9	2	-11	-5	16	-4.8	Cc1n[nH]c(C)c1S(=O)(=O)N1CCCC(C(=O)N2CCN(c3ccc(Cl)cc3)CC2)C1 (configuration not stated)
46	0	4	-2	-4.5	7	-37	0	22	-4.7	CC(=O)Nc1ccc(/C(C)=N/Nc2nc(Nc3ccccc3)nc(N3CCOCC3)n2)cc1
47	3	2	20	-3.4	-2	-4	-18	21	-3.3	Nc1ncc(-c2ccccc2)c(-c2ccc(OCc3ccccc3)cc2O)n1
48	-4	1	0	-1.2	-6	-8	-10	18	-1.9	COCC(=O)N1CCC(Oc2ccc(C(=O)NC(C)c3nc(C)sc3C)cc2)CC1 (configuration not stated)
49	1	0	-5	-0.5	-4	-16	-2	32	0.9	O=C(Nc1c(C(=O)N2CCN(c3ccccn3)CC2)oc2ccccc12)c1ccc([N+](=O)[O-])cc1
50	6	4	15	1.5	-1	-28	-11	26	-1.8	Cc1cccc(C)c1NC(=O)CCCN1CC(C)OC(C)C1 (configuration not stated)
51	4	5	21	-2.8	-3	9	-2	-5	-4.9	CCOC(=O)c1cnc(-n2nc(C)cc2C)nc1NNc1nc(-c2ccccc2)cc(-c2ccccc2)n1
52	0	-1	35	-1.0	-6	-4	1	41	-0.1	COc1ccc(/C=N/Nc2cn[nH]c(=O)c2Cl)cc1
53	1	2	-4	-2.7	0	1	-4	11	-2.9	CC1CCCCC1NC(=O)CN1CCC(O)(c2ccc(F)cc2)CC1 (configuration not stated)
54	4	4	2	-1.2	-5	2	12	4	-1.4	CCOc1cc(C)c(Cl)cc1S(=O)(=O)N1CCCC1
55	7	5	16	-3.4	-2	4	6	22	-1.8	Cc1ccc(NC(=O)CCC(=O)NNC(=O)COc2ccc([N+](=O)[O-])cc2)cc1C
56	8	3	0	-3.9	25	-7	-10	23	-1.7	COc1ccc(OCc2cc(C(=O)NC3CCOC(C)(C)C3)no2)c2ccccc12 (configuration not stated)
57	-2	1	16	-0.1	3	5	6	8	0.5	COc1ccc(NC(=O)C2C3CCC4C(CCC32)C4(Cl)Cl)cc1 (configuration not stated)
58	0	0	-14	1.2	-7	6	0	18	0.1	Cc1ccc(C2=NN(C(=O)CCC(=O)O)C(c3cccc([N+](=O)[O-])c3)C2)cc1 (configuration not stated)
59	1	2	-6	-1.7	-6	-6	-14	46	-1.0	O=C(CCc1nnc(Cc2ccc(-c3ccccc3)cc2)o1)N1CCCC1
60	-2	-3	19	-1.2	0	6	-9	-5	-1.7	CN1OC(c2ccccc2)=C(CO)C1c1ccccc1 (configuration not stated)

# The list continues:
cpd	IDE cell inh	IDE cell activ	NALP1 inh	IMP-1 inhibitor	M18AAP inhibitor	p-CIP stab down	GPR7 antagonist	PHOSPHO1 inh	VIM-2 inh	Structure
61	0	0	-1	-2.9	4	9	-5	-19	-1.1	O=C1COc2ccc(C(=O)COC(=O)c3ccc4ccccc4n3)cc2N1
62	4	5	34	-1.9	1	-7	4	-7	-1.0	Cc1cccc(C)c1NC(=O)C(NS(=O)(=O)c1cccs1)c1ccccc1 (configuration not stated)
63	4	5	2	-3.4	9	-8	-13	27	-1.0	CN1C(=O)C(=O)/C(=C(/O)c2ccc(Br)cc2)C1c1ccc(F)cc1 (configuration not stated)
64	2	2	2	-2.4	13	-18	-5	-16	-2.8	COC(=O)C1=C(C)NC=C([N+](=O)[O-])C1c1ccc(OC)cc1 (configuration not stated)
65	1	2	14	-4.1	1	-11	-19	-19	-1.4	COc1ccc(-c2cn3cccnc3n2)cc1NS(=O)(=O)c1ccccc1
66	3	3	44*	-2.2	-12	-9	-8	20	-2.6	CCOC(=O)C1C(=O)C(C(C)=O)C(=O)CC1CC(C)SCC (configuration not stated)
67	-2	2	16	-1.0	23	-4	-5	nt	0.4	O=c1c(/C=N\NS(=O)(=O)c2ccccc2)coc2ccc(Cl)cc12
68	-8	5	23	-3.3	-5	4	-11	0	-1.8	CCCCn1c2nc3ccccc3nc2c2c(=O)n(-c3ccccc3)cnc21
69	3	-1	34	-1.8	0	-11	4	32	-1.6	COc1ccc(Cc2nnc(NC(=O)CS(=O)(=O)c3ccccc3)s2)cc1OC
70	-4	-3	3	-3.4	22	-9	-11	9	-1.2	CCOC(=O)c1cnc(SCC(=O)N2CCC(C(N)=O)CC2)nc1N
71	-2	1	30	-2.1	2	-7	1	18	-0.8	COc1ccc(NC(=O)NN(C(=O)c2ccccc2)C(C)(C)C)cc1
72	4	3	-23	-0.9	2	4	-13	44	-2.5	O=C(c1cccc(C(F)(F)F)c1)N(c1ccccn1)C1CCCCC1

# Bioassay records as filed in PubChem BioAssay.
